# Pf apPOL inh = Pf-apPOL DNA polymerase inhibition | Recombinant Pf-apPOL, molecular beacon fluorescence, 1.5 h | inhibition, % at 10 µM | 210,000 tested, 0.25% active | AID 1794808
# mHTT CaM bind = disrupts binding of mutant huntingtin to calmodulin; P42858; AlphaScreen His-mHTT/GST-CaM binding, luminescence; inhibition, % at 15 µM; 190,000 tested, 3.6% active;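 note: 0% = both proteins with DMSO and 100% = one protein alone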
# Target sequence (P42858 whole entry, looked up, stated change not applied): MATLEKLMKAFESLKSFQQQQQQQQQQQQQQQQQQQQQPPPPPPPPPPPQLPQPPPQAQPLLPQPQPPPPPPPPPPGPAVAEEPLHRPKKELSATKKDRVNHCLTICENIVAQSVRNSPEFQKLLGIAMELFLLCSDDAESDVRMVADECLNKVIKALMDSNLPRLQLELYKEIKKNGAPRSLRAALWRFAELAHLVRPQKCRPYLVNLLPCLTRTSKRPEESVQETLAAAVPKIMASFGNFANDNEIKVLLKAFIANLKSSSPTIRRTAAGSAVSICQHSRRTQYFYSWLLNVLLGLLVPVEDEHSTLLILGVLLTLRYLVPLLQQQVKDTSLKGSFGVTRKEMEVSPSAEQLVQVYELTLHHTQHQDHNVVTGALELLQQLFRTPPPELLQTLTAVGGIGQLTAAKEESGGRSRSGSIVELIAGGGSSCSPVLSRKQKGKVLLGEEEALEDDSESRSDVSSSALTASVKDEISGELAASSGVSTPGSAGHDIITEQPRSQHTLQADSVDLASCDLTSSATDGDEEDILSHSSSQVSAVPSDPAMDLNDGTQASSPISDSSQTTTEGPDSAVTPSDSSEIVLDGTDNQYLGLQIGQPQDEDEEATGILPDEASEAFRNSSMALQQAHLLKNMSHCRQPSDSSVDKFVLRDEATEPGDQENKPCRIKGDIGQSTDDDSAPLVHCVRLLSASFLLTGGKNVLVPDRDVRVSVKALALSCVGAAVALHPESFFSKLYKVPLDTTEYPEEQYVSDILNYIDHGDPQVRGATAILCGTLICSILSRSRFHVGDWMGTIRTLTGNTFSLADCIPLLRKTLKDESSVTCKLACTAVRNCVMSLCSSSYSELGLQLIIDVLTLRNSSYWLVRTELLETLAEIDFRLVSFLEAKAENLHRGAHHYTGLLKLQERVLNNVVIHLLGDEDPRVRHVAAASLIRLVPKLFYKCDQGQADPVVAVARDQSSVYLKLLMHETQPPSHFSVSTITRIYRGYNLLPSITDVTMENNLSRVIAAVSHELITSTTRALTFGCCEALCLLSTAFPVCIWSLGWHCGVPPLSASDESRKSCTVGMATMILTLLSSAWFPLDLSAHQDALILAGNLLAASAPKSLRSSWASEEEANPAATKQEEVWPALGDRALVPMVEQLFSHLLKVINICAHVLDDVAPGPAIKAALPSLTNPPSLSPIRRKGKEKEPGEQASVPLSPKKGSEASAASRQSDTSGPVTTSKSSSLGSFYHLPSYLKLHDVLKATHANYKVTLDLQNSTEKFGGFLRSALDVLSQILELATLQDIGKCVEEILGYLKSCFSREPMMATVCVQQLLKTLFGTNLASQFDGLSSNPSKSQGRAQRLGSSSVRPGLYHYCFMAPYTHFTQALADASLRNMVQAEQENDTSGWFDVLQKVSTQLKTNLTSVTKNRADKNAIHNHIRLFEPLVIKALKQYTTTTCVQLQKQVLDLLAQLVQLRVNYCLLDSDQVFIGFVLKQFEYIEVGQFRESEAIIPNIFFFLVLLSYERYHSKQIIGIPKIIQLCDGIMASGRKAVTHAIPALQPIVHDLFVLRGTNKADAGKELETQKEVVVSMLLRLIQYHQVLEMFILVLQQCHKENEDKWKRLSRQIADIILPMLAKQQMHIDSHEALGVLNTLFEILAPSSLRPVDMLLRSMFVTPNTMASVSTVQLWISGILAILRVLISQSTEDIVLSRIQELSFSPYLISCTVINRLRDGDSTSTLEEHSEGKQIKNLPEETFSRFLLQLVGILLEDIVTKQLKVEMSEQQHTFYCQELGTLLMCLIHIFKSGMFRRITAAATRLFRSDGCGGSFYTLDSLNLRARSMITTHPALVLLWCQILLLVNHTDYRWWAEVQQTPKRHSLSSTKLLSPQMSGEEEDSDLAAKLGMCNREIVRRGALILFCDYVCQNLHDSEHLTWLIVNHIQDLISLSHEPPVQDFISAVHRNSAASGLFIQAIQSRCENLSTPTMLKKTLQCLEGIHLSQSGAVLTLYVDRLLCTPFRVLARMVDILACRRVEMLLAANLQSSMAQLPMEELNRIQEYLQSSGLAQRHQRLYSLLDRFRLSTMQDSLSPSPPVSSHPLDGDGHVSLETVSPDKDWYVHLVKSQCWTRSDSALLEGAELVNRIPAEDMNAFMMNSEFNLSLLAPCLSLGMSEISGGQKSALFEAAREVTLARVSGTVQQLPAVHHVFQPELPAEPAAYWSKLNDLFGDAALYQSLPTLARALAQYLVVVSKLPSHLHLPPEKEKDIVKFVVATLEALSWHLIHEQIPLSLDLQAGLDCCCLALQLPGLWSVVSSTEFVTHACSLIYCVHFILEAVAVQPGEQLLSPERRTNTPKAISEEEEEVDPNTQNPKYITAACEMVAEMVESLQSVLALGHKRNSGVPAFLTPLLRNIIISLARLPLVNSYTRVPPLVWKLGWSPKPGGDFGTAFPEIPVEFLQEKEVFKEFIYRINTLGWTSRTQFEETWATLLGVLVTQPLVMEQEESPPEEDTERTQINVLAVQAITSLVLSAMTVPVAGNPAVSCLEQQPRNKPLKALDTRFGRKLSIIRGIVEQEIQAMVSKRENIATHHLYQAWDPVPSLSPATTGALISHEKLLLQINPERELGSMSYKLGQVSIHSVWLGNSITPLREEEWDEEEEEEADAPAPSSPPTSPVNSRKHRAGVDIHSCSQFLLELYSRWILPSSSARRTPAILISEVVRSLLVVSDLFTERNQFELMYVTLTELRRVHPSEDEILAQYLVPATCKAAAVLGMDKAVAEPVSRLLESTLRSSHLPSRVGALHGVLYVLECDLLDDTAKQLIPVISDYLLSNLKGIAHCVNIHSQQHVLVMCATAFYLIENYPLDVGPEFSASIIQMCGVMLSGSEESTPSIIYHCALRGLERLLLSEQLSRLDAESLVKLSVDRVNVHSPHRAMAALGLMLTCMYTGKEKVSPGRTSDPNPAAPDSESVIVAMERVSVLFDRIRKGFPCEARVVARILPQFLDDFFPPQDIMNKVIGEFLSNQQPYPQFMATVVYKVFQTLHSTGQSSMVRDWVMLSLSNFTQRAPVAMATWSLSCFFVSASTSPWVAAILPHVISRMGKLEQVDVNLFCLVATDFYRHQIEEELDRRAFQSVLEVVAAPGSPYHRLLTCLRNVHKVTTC
# The depositor's hits bear a star; x = no result given. Cut-off read from the data, not from the text of the source: active = inhibition above about 50%; inactive = the rest.
SMILES,Pf apPOL inh,mHTT CaM bind
O=c1cc(CN2CCCCCC2)nc(-c2ccccc2)[nH]1,1.0,-1.6
COC(=O)C1CCN(Cc2cc(=O)oc3cc(-c4ccccc4)c(O)cc23)CC1,-3.5,-2.7
COc1ccc(NC(=O)c2cnn3c2NC(c2ccco2)CC3C(F)(F)F)cc1Cl (stereo not given),0.6,10.0
COc1ccc(C2SCCN2S(=O)(=O)c2ccc(I)cc2)cc1 (stereo not given),-5.6,1.0
Cc1ccc(C2CCCN2C(=O)c2cc(-c3ccc4c(c3)OCO4)on2)cc1 (stereo not given),-2.7,0.3
COc1ccc(OC)c(C2=NOC(C(=O)Nc3cccc(C(C)=O)c3)C2)c1 (stereo not given),-1.9,-0.8
O=C(Cc1cccs1)NCc1cc(-c2ccc(F)cc2F)on1,7.7,-0.3
COc1ccccc1CCNC(=O)CSc1cc(N2CCOCC2)ncn1,-4.7,-14.5
O=C(Nc1nonc1NC(=O)C1CC1)C1CC1,-1.3,-5.8
COc1ccc(-n2c(N(C)C)nc3cc(C(=O)NC(C)C)sc32)cc1,2.8,3.5
COc1ccc(NC(=O)CSc2cn(C)c3ccccc23)c(OC)c1,-3.2,5.0
CC(C)c1nnc(NC(=O)CC(C)(C)C)s1,x,-6.5
COc1ccc(Oc2c(C)oc3c(CN4CCCCCC4)c(O)ccc3c2=O)cc1,-3.9,7.9
FC(F)(F)Oc1ccc(Nc2nc3ccccc3o2)cc1,x,-2.9
Cc1ccoc1C(=O)Nc1ccc(C(N)=O)cc1,-2.3,-4.7
NC(=NNC(=O)c1ccco1)c1ccccn1,-95.2,x
Cc1ccc(N2CC(NC(=O)NCCCn3ccnc3)CC2=O)cc1 (stereo not given),-3.0,97.7*
O=C(Nc1ccc(Cl)cc1F)c1cc(S(=O)(=O)NC2CCCCCC2)ccc1F,-4.8,24.0
Cc1cc(C)cc(C(=O)N2CCCC(C(=O)NCc3ccc(Cl)cc3)C2)c1 (stereo not given),0.8,0.3
O=C(NC1CC1)c1cc(C(=O)NC2CC2)cc([N+](=O)[O-])c1,-1.0,0.0
COCCNC(=O)C1CCN(c2ncnc3c2nc2n3CCCCC2)CC1,-3.4,-1.6
O=C(Nc1c(F)cccc1F)c1cc2c(=O)oc3ccccc3c2s1,-2.3,6.0
Cc1nc(Nc2cccc(C(F)(F)F)c2)c2cc(C)sc2n1,-5.8,-5.0
Cc1ccnc(N2CCC(C(=O)N3CCN(c4ccc(F)cc4)CC3)CC2)n1,2.0,-1.5

# Sorted by length of the SMILES (ascending): three of the compounds above.
SMILES,Pf apPOL inh,mHTT CaM bind
FC(F)(F)Oc1ccc(Nc2nc3ccccc3o2)cc1,x,-2.9
Cc1nc(Nc2cccc(C(F)(F)F)c2)c2cc(C)sc2n1,-5.8,-5.0
O=C(Nc1c(F)cccc1F)c1cc2c(=O)oc3ccccc3c2s1,-2.3,6.0

# Additional compounds:
SMILES,Pf apPOL inh,mHTT CaM bind
C[C@@H]1COc2cc(N3CCC[C@@H]3CO)ccc2S(=O)(=O)N1,0.3,-6.2
O=C1CSC2(C(=O)Nc3ccccc32)N1c1cccc(Cl)c1 (stereo not given),-0.4,-1.0
CC(Oc1ccc(Cl)cc1Cl)c1nc(-c2nonc2N)no1 (stereo not given),-3.5,-41.0
O=S(=O)(c1ccc(Br)cc1F)N1CCC(O)CC1,-5.5,-0.1
CC1(C)NC(=O)N(CN2CCN(CN3C(=O)NC(C)(C)C3=O)CC2)C1=O,2.8,1.0
CCC(C)(C)OCC(O)CN1C(C)(C)CC(O)CC1(C)C (stereo not given),-4.1,-0.7
N#Cc1c(NC(=O)c2ccc(Cl)s2)sc2c1CCC2,0.4,22.0
COc1ccc(CC(=O)Nc2c3c(nn2-c2ccc(OC)cc2)CS(=O)C3)cc1 (stereo not given),-1.4,4.0
Cc1[nH]nc2c1C(c1cc3c(cc1Br)OCO3)C(C#N)=C(N)O2 (stereo not given),-46.1,-0.6
O=c1nc2s/c(=C\c3ccc(-c4ccccc4[N+](=O)[O-])o3)c(=O)n2nc1-c1ccccc1,-8.8,44.0
CCCCS(=O)(=O)N1CCCC(c2nc(CNC(C)=O)cs2)C1 (stereo not given),-4.3,-2.5
CCOc1ccc(NC(=O)CC2CC(C)(C)OC2=O)cc1 (stereo not given),0.6,-3.0
Cc1ccc(C)c(CN2C(=O)NC3(CCN(C(=O)c4ccc(F)cc4Cl)CC3)C2=O)c1,-4.7,7.1
O=C(c1ccccc1)N1CCN(c2ncnc3c2cnn3-c2ccccc2)CC1,4.9,2.9
CC(C)CC(=O)Nc1cccn2nc(C3CC3)nc12,2.6,-9.5
Cc1ccc(CN2CC(C(=O)O)CC2=O)cc1 (stereo not given),-2.8,-5.1
CSc1cccc(NC(=O)N2CCC(c3cc(N)on3)CC2)c1,-3.9,-0.5
COc1ccc(-c2cc3ccc(OCC=C(C)C)cc3oc2=O)cc1,1.6,-33.5
COc1ccc(C2CC(c3cccc(Br)c3)Nc3nnnn32)c(OC)c1OC (stereo not given),-6.3,32.0
COc1ccc(CCC(=O)N2CCC(c3nc(C(=O)N4CCCCC4)c(C)o3)CC2)cc1,-5.1,-0.5
CC(C)c1ccc(OCC(=O)Nc2ncc(S(=O)(=O)c3ccc([N+](=O)[O-])cc3)s2)cc1,4.1,13.8
O=C(Cn1c(=O)n(C2CCCC2)c2ncccc21)NC1CCCC1,-4.8,-4.3
Cc1ccc(Sc2c(C)nn(C(=O)C3CCCN3S(=O)(=O)c3ccccc3)c2C)cc1 (stereo not given),-7.6,-2.0
Cc1cc(C)n2c(Br)c(CSc3nc4cc([N+](=O)[O-])ccc4s3)nc2n1,-6.1,1.0
O=C(Cc1ccccc1F)Nc1cnc(-c2cccnc2)nc1,0.4,22.4
CC(=O)NCCc1csc(C2CCN(C(=O)c3ccco3)CC2)n1,-0.6,1.5
CC(=O)Nc1ccc(C(=O)N2CCN(c3ccccc3)CC2)c(N2CCCCC2)c1,1.7,-11.2
Cc1ccc(CNc2nnc(N3CCOCC3)c3ccccc23)cc1,-11.8,0.3
O=C(O)c1ccc2c(c1)C(=O)/C(=C/c1ccc([N+](=O)[O-])o1)C2=O,-2.1,48.0
O=C(c1ccc(=O)[nH]n1)N1CCN(c2ccc(-c3ccccn3)nn2)CC1,-2.0,100.0*
Cc1ccc([N+](=O)[O-])c(C2=N/C(=C/c3ccccc3Cl)C(=O)O2)c1,-6.2,2.0
CC1CCc2c(cnc3c(C(=O)NCCc4cccs4)cnn23)C1 (stereo not given),4.4,2.1
COc1cc(COc2ccc3c(C)c(CCC(=O)O)c(=O)oc3c2)cc(OC)c1OC,-30.9,13.0
Cc1cccc(N2C(=O)CC(Sc3ccccc3N)C2=O)c1 (stereo not given),2.9,-2.4
CCCCNC(=O)c1nc2cccnc2n(C)c1=O,-1.5,-1.8
COc1cc(Br)c(/C=C2\C(=O)NC(=N)N2C)cc1OC,-0.5,21.0

# Continued, starting with the last 7 of the part before.
SMILES,Pf apPOL inh,mHTT CaM bind
O=C(c1ccc(=O)[nH]n1)N1CCN(c2ccc(-c3ccccn3)nn2)CC1,-2.0,100.0*
Cc1ccc([N+](=O)[O-])c(C2=N/C(=C/c3ccccc3Cl)C(=O)O2)c1,-6.2,2.0
CC1CCc2c(cnc3c(C(=O)NCCc4cccs4)cnn23)C1 (stereo not given),4.4,2.1
COc1cc(COc2ccc3c(C)c(CCC(=O)O)c(=O)oc3c2)cc(OC)c1OC,-30.9,13.0
Cc1cccc(N2C(=O)CC(Sc3ccccc3N)C2=O)c1 (stereo not given),2.9,-2.4
CCCCNC(=O)c1nc2cccnc2n(C)c1=O,-1.5,-1.8
COc1cc(Br)c(/C=C2\C(=O)NC(=N)N2C)cc1OC,-0.5,21.0
O=C(NCC#CCN1CCc2ccccc2C1)c1cncc(Br)c1,-4.1,-3.3
Cc1ccc(NC(=O)Cn2nc(-c3ccc([N+](=O)[O-])cc3)ccc2=O)cc1F,-2.9,31.8
CCOCC(=O)N1CCC(n2c(-c3ccc(OC)cc3)nc3cccnc32)C1 (stereo not given),-2.0,1.3
COc1ccc(Oc2cccc(Cl)c2C#N)cc1,-1.5,x
O=S(=O)(NC1CCCCC1)c1ccc2[nH]c3c(c2c1)CCCC3,-4.9,86.7*
CCOC(=O)c1c(-c2ccc(OC)cc2)oc2ccc(OCc3ccc(Br)cc3)cc12,-7.6,-9.6
CC(=O)N(/C=C1\Sc2ccccc2C1=O)c1ccc(C(=O)O)cc1,3.2,20.0
O=C(Nc1ccc(Br)cc1)C1CCn2c(nc3ccccc32)C1 (stereo not given),-1.0,9.5
CCOC(=O)/C=C1\CN(CCC(C)C)S(=O)(=O)c2ccccc21,7.2,-20.5
O=C(C1CCCN(c2nnc3ccc(C(F)(F)F)cn23)C1)N1CCCCC1 (stereo not given),-1.0,14.8
COc1cccc(OC)c1C(=O)Nc1ccccc1C,-13.6,5.8
O=C(CN1CCN(c2ccccc2)CC1)Nc1cc(Cl)ccc1Cl,1.9,0.1
O=C(CSC1=NC2CCCCC2N1)N1CCOCC1 (stereo not given),x,-1.1
Cc1nc(-c2cccnc2)nc2c1CCC(=O)N2CC1CCCCC1,3.3,-7.0
CC(C)CC(NC(=O)C(C)Nc1c2ccccc2nc2ccccc12)C(=O)O (stereo not given),-1.7,65.0*
COc1ccccc1C(=O)Nc1cccc(-c2nc3ccccc3o2)c1,-1.4,23.2
O=C(c1c(F)cccc1F)N1CCCC1c1ccccc1Cl (stereo not given),-1.3,-11.7
NC(=O)C1CCc2sc(C(=O)N3CCOCC3)cc2C1 (stereo not given),-4.3,0.0
O=C(CCC(=O)N1CC2CCCN2c2ccccc21)NCCN1CCCCCC1 (stereo not given),-5.4,40.6
COCC(=O)N1CCCc2ccc(NC(=O)c3c(C)nc4ccccn34)cc21,-4.0,-7.5
Cn1cnnc1SCc1cc(=O)c(OCC(=O)c2ccc(Cl)cc2)co1,-1.5,-15.2
O=C(NCc1cc(F)ccc1F)c1cc2c(s1)CN(C1CC1)C2,0.2,-2.0
Cc1ccc(CNC(=O)Cn2c(C)nc3c(c2=O)CCN(Cc2ccccc2)C3)cc1,-2.3,-9.5
O=[N+]([O-])c1ccc(S(=O)(=O)N2CCN(Cc3cccc(F)c3)CC2)cc1,-2.5,23.0
CCN(CC)S(=O)(=O)c1ccc(OC)c(NC(=O)CCCOc2ccccc2)c1,-6.3,7.2
CC(=O)Nc1ccc2c(c1)CC(C(=O)NCc1ccccc1C)CO2 (stereo not given),-3.5,9.4
CCN(CCNC(=O)C1CCc2nc(N3CCCC3)ncc2C1)c1ccccc1 (stereo not given),-0.2,16.8
CC1(C)Oc2ccc(NC(=O)Cc3ccc(F)cc3)cc2O1,-15.1,1.6
CCOc1cccc2cc(C(N)=O)c(=Nc3ccccc3C)oc12,3.7,-2.0
COc1ccccc1Nc1snc2sc(C(=O)c3ccc(C)cc3)c(N)c12,3.1,x
O=[N+]([O-])c1ccc(/C=C/c2ccc(O)cc2)cc1,6.3,-4.6
O=C(Cc1noc2ccccc12)Nc1cccc(-c2ccc(N3CCCC3)nn2)c1,-29.0,66.9*
CSc1cccc(NC(=O)CN(c2ccc(I)cc2)S(C)(=O)=O)c1,-0.3,-3.1
O=C(NCCc1ccccc1)C1CCN(c2cc(N3CCCCC3)ncn2)CC1,-1.7,-0.7
CC(C)CNC(=O)c1cnn(-c2ccc(Cl)c(Cl)c2)c1C(C)C,-3.0,-5.1
O=c1ccnc(SCc2ccccc2)[nH]1,-2.0,-3.2

# In a second layout: entries from further up
O=C(Cc1noc2ccccc12)Nc1cccc(-c2ccc(N3CCCC3)nn2)c1
- Pf apPOL inh: -29.0
- mHTT CaM bind: 66.9*
CSc1cccc(NC(=O)CN(c2ccc(I)cc2)S(C)(=O)=O)c1
- Pf apPOL inh: -0.3
- mHTT CaM bind: -3.1

# A different layout for part of the listing above.
mol	Pf apPOL inh	mHTT CaM bind
COc1cccc(OC)c1C(=O)Nc1ccccc1C	-13.6	5.8
O=C(CN1CCN(c2ccccc2)CC1)Nc1cc(Cl)ccc1Cl	1.9	0.1

# The list goes on:
SMILES,Pf apPOL inh,mHTT CaM bind
COc1ccc2c(c1)CCc1sc(N)nc1-2,x,37.8
CCCN(C)C(=O)CC1Sc2ncccc2N(CC)C1=O (stereo not given),-0.4,-2.9
COc1ccc(C=C2Oc3cc(OCC(=O)c4ccc(OC)cc4)ccc3C2=O)cc1,-3.4,-1.1
O=C(Nc1cccnc1)c1sc2cccc(Cl)c2c1Cl,1.4,-4.2

# An excerpt; count on the stated rates, not on these rows.
